# Bioassay records: PubChem, NCI
# NCI-60 one-dose screen, 48 h, at 10 µM unless noted. Numbers give growth in % (100 = growth as untreated, 0 = no growth, -100 = all killed).
# SR: SR leukemia cells. 8.7% of 73,000 active
# T-47D: T-47D breast cancer | 5% of 79,000 active | AID 1794792
# K-562: K-562 leukemia | AID 1794777 | 7.4% of 78,000 active
# BT-549: BT-549 breast cancer; 4.4% of 78,000 active; AID 1794793
# MCF7: MCF7 breast cancer; 6.3% of 82,000 active
# MDA-MB-231: MDA-MB-231 breast cancer | 5% of 81,000 active | AID 1794789
# HS 578T: HS 578T breast cancer; 4.1% of 78,000 active; AID 1794788
# MDA-MB-468: MDA-MB-468 breast cancer; AID 2202374; 8.5% of 78,000 active
# Numbers without * were called inactive; . = not tested or not shown; & = joins results of further samples; [ ] = another dose, or the depositor's remark. The calls were made as follows: active = growth percent below 10; inactive = the rest.
# Letters – A = SR; B = T-47D; C = K-562; D = BT-549; E = MCF7; F = MDA-MB-231; G = HS 578T; H = MDA-MB-468
> CCCCCN1C(=O)CCC1=O
  A: 107	B: 96	C: 114	D: 103	E: 98	F: 109	G: .	H: 108
> C[C@]1(CO)O[C@@H](n2cc(F)c(N)nc2=O)C[C@@H]1O
  A: 70	B: 82	C: 78	D: 59	E: 43	F: 91	G: 87	H: 61
> COc1ccc(C2C3=C(COC3=O)N(CCO)c3cc(OC)c(OC)cc32)cc1OC (configuration not stated)
  A: 90	B: 103	C: 92	D: 101	E: 113	F: 96	G: 105	H: 100
> CCCCCCCCCCCCCCCCCCNC(=S)NCCCCCCCCCCCCCCCCCC
  A: 75	B: 94	C: 80	D: 100	E: 89	F: 92	G: 98	H: .
> O=C(CSc1nnc(-c2cc(-c3ccccc3)nc3ccccc23)n1-c1ccccc1)Nc1ccc(C(=O)/C=C/c2ccc(Cl)cc2)cc1
  A: 80	B: 74	C: 66	D: 92	E: 78	F: 78	G: 89	H: 89
> Cc1ccc(S(=O)(=O)Oc2ccc3c4c(c(=O)oc3c2)CCCCC4)cc1
  A: 2.6*	B: 33	C: 37	D: 47	E: 50	F: 75	G: 80	H: 36
> CC(C)=C1CCC(C)C/C1=N\NC(N)=S (configuration not stated)
  A: 56&92	B: 91&90	C: 84	D: 114	E: 95&92	F: 83&101	G: 85&95	H: 97&81
> COC(=O)[C@]12CC[C@@H](C)[C@H](C)[C@@H]1C1=CC[C@@H]3[C@@]4(C)CC(=O)[C@H](OC(=O)c5ccco5)[C@@]5(C)COC(=C45)C[C@@]3(C)[C@]1(C)CC2
  A: 26	B: 1.7*	C: 24	D: 26	E: 16	F: 40	G: 61	H: 8.1*
> O=C(CCC(=O)c1nc2ncccc2[nH]1)NN1C(=O)CSC1c1ccc(Cl)cc1 (configuration not stated)
  A: 56	B: 91	C: 98	D: 120	E: 87	F: 98	G: 101	H: 112
> CCc1ccc(OC(=O)CCl)cc1
  A: 101	B: 100	C: 102	D: 109	E: 103	F: 99	G: 110	H: 116
> O=C(Nc1ccc(OS(=O)(=O)c2ccccc2)cc1)C1CCCCCC1
  A: 75	B: 86	C: 59	D: 78	E: 96	F: 92	G: 93	H: 100
> COc1cc(C(C)=O)ccc1O
  A: 88	B: 93	C: 104	D: 112	E: 98	F: 100	G: 104	H: 97
> CCC(C)N(c1ccc(Cl)cc1)c1nc(-c2ccc([N+](=O)[O-])cc2)cs1 (configuration not stated)
  A: 77	B: 77	C: 86	D: 130	E: .	F: 92	G: 96	H: 112
> CC1(C)N=C(N)N=C(N)N1c1ccc(N(CCO)CCO)cc1
  A: 93	B: 102	C: 87	D: 114	E: 111	F: 121	G: 124	H: 104
> CCOc1ccccc1N1CCC(=O)NC1=S
  A: 120	B: 95	C: 116	D: 102	E: 92	F: 101	G: 103	H: 98
> CN(C)CCOc1ccc2c(c1)CCC2=O
  A: 88	B: 101	C: 113	D: 108	E: 99	F: 98	G: 107	H: 100
> Cc1c(Cc2cccc(C(F)(F)F)c2)sc2nc(=O)c3cn(C)nc3n12
  A: 73	B: 71	C: 88	D: 97	E: 87	F: 74	G: 97	H: 122
> COC(=O)CCC(=O)c1ccc(OC)cc1
  A: 89	B: 87	C: 109	D: 107	E: 96	F: 105	G: 105	H: 105
> Cc1ccc(C(C)C)c(OC(=O)Nc2cc(Cl)ccc2Cl)c1
  A: 104	B: 103	C: 101	D: 119	E: 103	F: 102	G: 97	H: 106
> O=C(O)c1c(F)c(F)c(F)c(F)c1Cl
  A: 98	B: 98	C: 112	D: 95	E: 91	F: 105	G: 95	H: 97
> O=C1C=Cc2ccccc2/C1=C/c1nc(-c2ccccc2)oc1O
  A: 91	B: 66	C: 97	D: 102	E: 40	F: 74	G: 102	H: 89
> O=C(O)C(Br)C(Cl)c1ccccc1 (configuration not stated)
  A: 100	B: 103	C: 98	D: 104	E: 106	F: 104	G: .	H: 106
> Fc1ccc(-c2cn3ccnc3c(-c3ccc4c(c3)ncn4C3CCCCC3)n2)cc1
  A: 79	B: 90	C: 87	D: 109	E: 90	F: 103	G: 108	H: 103
> CN(C)C(=O)NO
  A: .	B: .	C: 101	D: 77	E: 95	F: .	G: 99	H: 98
> O=C1N(Cc2ccccc2Cl)c2ccccc2C12NN=C(c1cccc(Cl)c1)S2 (configuration not stated)
  A: -1.6*	B: 6.9*	C: 10	D: -20*	E: 1.4*	F: -4.8*	G: 3.2*	H: -30*
> Cc1sc2nc(N3CCC(Cc4ccccc4)CC3)[nH]c(=O)c2c1C
  A: 101	B: 87	C: 101	D: 107	E: 96	F: 102	G: .	H: 101
> O=C(NC1CCOCC1)c1ccc(-c2nc(CSc3nc4ccccc4s3)no2)cc1
  A: 115	B: 64	C: 107	D: 86	E: 92	F: 98	G: 110	H: 84
> O=C(CSc1nc2ccccc2c(=O)n1CCc1ccccc1)Nc1ccc(S(=O)(=O)Nc2ccc(Cl)nn2)cc1
  A: 96	B: 89	C: 87	D: 99	E: 80	F: 95	G: 97	H: 103
> CC(=O)Nc1cc2c(O)c(N=Nc3ccc(C(=O)Nc4ccc(N=Nc5ccc(S(=O)(=O)O)cc5)cc4)cc3)c(S(=O)(=O)O)cc2cc1S(=O)(=O)O
  A: 104	B: 110	C: 93	D: 106	E: 109	F: 113	G: 119	H: 123
> Cc1cccc(C)c1C(=O)c1ccccc1Cc1ccc2ccccc2c1
  A: 83	B: 80	C: 77	D: 110	E: 90	F: 93	G: 106	H: 98
> CCOc1ccc2nc(NC(=O)c3ccc(C(C)C)cc3)sc2c1
  A: 75	B: .	C: 15	D: 88	E: 79	F: 82	G: 80	H: 75
> CC(C)c1cccc(C(C)C)c1NC(=O)Nc1cccc(C(F)(F)F)c1
  A: .	B: .	C: 89	D: 92	E: 77	F: .	G: 77	H: 69
> Oc1ccc(C2CCCCC2)c(O)c1
  A: 106	B: 107	C: 99	D: 102	E: 129	F: 125	G: 106	H: 126
> CCOC(=O)c1cnccc1NC1CCCCC1
  A: 102	B: 103	C: 105	D: 90	E: 101	F: 113	G: 105	H: 103
> COc1cc(-c2cc(C(=O)Nc3nc4ccc(F)cc4s3)nc3cc(-c4ccccc4)nn23)cc(OC)c1OC
  A: 82	B: 80	C: 86	D: 123	E: 69	F: 93	G: 74	H: 60
> C=C(C=O)[C@@H]1CC=C(C=O)CC1
  A: -6.5*	B: -28*	C: -23*	D: -19*	E: -17*	F: -26*	G: 6.3*	H: 20
> CC(C)(C)c1ccc(O)c([N+](=O)[O-])c1
  A: 109	B: 117	C: 112	D: 108	E: 101	F: 108	G: 99	H: 121
> N#C/C(=C\c1c(-c2ccccc2)[nH]c2ccccc12)C(=O)c1ccccc1
  A: 52	B: 39	C: 22	D: 62	E: 19	F: 71	G: 16	H: 87
> CCCCCCCCCCCC(=O)OC(C)C(=O)NC(C)(C)CC(C)(C)C (configuration not stated)
  A: 106	B: 110	C: 115	D: 92	E: 87	F: 113	G: 82	H: 97
> Oc1ccc(-c2ccccc2)cc1Cl
  A: 82	B: 91	C: 100	D: 106	E: 117	F: 102	G: .	H: 117
> COc1cc(/C=C\c2c(-c3ccc(F)cc3)nc3sc(C)cn23)cc(OC)c1OC
  A: 81	B: 45	C: 65	D: 82	E: 92	F: 72	G: 70	H: 24
> CSc1nc2nc3c(c(-c4ccc(Cl)cc4)c2c(=O)[nH]1)CCC/C3=C\c1ccc(Cl)cc1
  A: 104	B: 91	C: .	D: 92	E: 89	F: 105	G: 129	H: 102
> N#Cc1ncc(-c2cc(F)ccc2F)c(NC2CCCCCC2)n1
  A: 82	B: 70	C: 90	D: 76	E: 82	F: 61	G: 58	H: 90
> NC(CCC(=O)O)CC(=O)O (configuration not stated)
  A: 114	B: 94	C: 112	D: .	E: 105	F: 115	G: 107	H: 82
> O=S(=O)(O)c1ccc(O)c2cc(Nc3ccccc3)ccc12
  A: 110	B: 120	C: 101	D: 111	E: 101	F: 103	G: 117	H: 106
> CC(CC1=N[C@@H]2c3ccccc3C[C@@H]2O1)(C1=N[C@@H]2c3ccccc3C[C@@H]2O1)C1=N[C@H]2c3ccccc3C[C@H]2O1 (some centres not stated)
  A: 88	B: 89	C: 79	D: .	E: 86	F: 96	G: 87	H: 88
> Cc1nn2c(-c3nc4cc(Cl)c(Cl)cc4[nH]3)c(-c3ccc(F)cc3)nc2s1
  A: 41	B: -0.1*	C: 68	D: 44	E: 40	F: -13*	G: 1.0*	H: 8.3*
> Nc1ccccc1C(=O)NC1=NC=S1[N+](=O)[O-] (configuration not stated)
  A: 122	B: 94	C: 96	D: 103	E: 92	F: 106	G: 99	H: 102
> CC1=NN(c2ccc(S(=O)(=O)O)cc2)C(=O)C1N=Nc1ccc(C)c(S(=O)(=O)Nc2ccccc2)c1 (configuration not stated)
  A: .	B: 92	C: 98	D: 103	E: 73	F: 106	G: 104	H: 95
> CC[C@@]12C[C@]1(C(=O)OC)C(=O)N1CCc3c([nH]c4ccccc34)[C@H]12
  A: 84	B: 103	C: 96	D: 102	E: 96	F: 136	G: 107	H: 101

# (continued)
# Letters – A = SR; B = T-47D; C = K-562; D = BT-549; E = MCF7; F = MDA-MB-231; G = HS 578T; H = MDA-MB-468
> CN(C)CCN1CCN(C)CC1
  A: 101	B: 97	C: .	D: 122	E: 97	F: 93	G: 111	H: 115
> COc1cc(C2C(C(=O)c3ccccc3)=C(C)Nc3nc4ccccc4n32)cc(OC)c1OC (configuration not stated)
  A: 90	B: 83	C: 102	D: 87	E: 97	F: .	G: .	H: 97
> CCN(CC)CCOC(COc1cc(C)cc(C)c1)COc1cc(C)cc(C)c1
  A: -21*	B: 19	C: 2.6*	D: 51	E: 17	F: 24	G: 62	H: 9.4*
> C=C(C)[C@@H]1CC[C@]2(CO)CC[C@]3(C)[C@H](CC[C@@H]4[C@@]5(C)CC[C@H](NOCCCN)C(C)(C)[C@@H]5CC[C@]43C)[C@@H]12
  A: 75	B: 97	C: 59	D: 112	E: 82	F: 105	G: 106	H: 113
> Clc1ccc(-c2nc3ccc(/C(=N\N=C\c4ccccc4)c4ccccc4)cc3[nH]2)cc1
  A: 73	B: 71	C: 54	D: 92	E: 78	F: 96	G: 100	H: 79
> O=S(=O)(O)c1cccc2c(O)cccc12
  A: 96	B: 95	C: 106	D: .	E: 91	F: 107	G: 130	H: 115
> O=C1N[C@H](C(=O)NCc2ccc(Cl)cc2Cl)C/C1=N/O
  A: 100	B: 84	C: 102	D: 106	E: 100	F: 99	G: 96	H: 92
> CC(=O)OCCO
  A: 107	B: 109	C: 103	D: 109	E: 97	F: 121	G: 115	H: 99
> COc1ccccc1N1CCN(c2ncnc3cc[nH]c23)CC1
  A: 78	B: 14	C: 59	D: 47	E: 82	F: 82	G: 89	H: 47
> c1cc(CNC23CC4CC(CC(C4)C2)C3)cc(C[N+](Cc2cccc(CNC34CC5CC(CC(C5)C3)C4)c2)(Cc2cccc(CNC34CC5CC(CC(C5)C3)C4)c2)Cc2cccc(CNC34CC5CC(CC(C5)C3)C4)c2)c1 (configuration not stated)
  A: 9.5*[42 µM]	B: 24[42 µM]	C: 5.0*[42 µM]	D: 24[42 µM]	E: 2.1*[42 µM]	F: 17[42 µM]	G: 58[42 µM]	H: -47*[42 µM]

# Some of the entries so far, with values under each structure.
# Values run as follows: SR	T-47D	K-562	BT-549	MCF7	MDA-MB-231	HS 578T	MDA-MB-468
CN(C)CCN1CCN(C)CC1
    101	97	.	122	97	93	111	115
COc1cc(C2C(C(=O)c3ccccc3)=C(C)Nc3nc4ccccc4n32)cc(OC)c1OC (configuration not stated)
    90	83	102	87	97	.	.	97
CCN(CC)CCOC(COc1cc(C)cc(C)c1)COc1cc(C)cc(C)c1
    -21*	19	2.6*	51	17	24	62	9.4*
C=C(C)[C@@H]1CC[C@]2(CO)CC[C@]3(C)[C@H](CC[C@@H]4[C@@]5(C)CC[C@H](NOCCCN)C(C)(C)[C@@H]5CC[C@]43C)[C@@H]12
    75	97	59	112	82	105	106	113
Clc1ccc(-c2nc3ccc(/C(=N\N=C\c4ccccc4)c4ccccc4)cc3[nH]2)cc1
    73	71	54	92	78	96	100	79
O=S(=O)(O)c1cccc2c(O)cccc12
    96	95	106	.	91	107	130	115
O=C1N[C@H](C(=O)NCc2ccc(Cl)cc2Cl)C/C1=N/O
    100	84	102	106	100	99	96	92
CC(=O)OCCO
    107	109	103	109	97	121	115	99
COc1ccccc1N1CCN(c2ncnc3cc[nH]c23)CC1
    78	14	59	47	82	82	89	47
c1cc(CNC23CC4CC(CC(C4)C2)C3)cc(C[N+](Cc2cccc(CNC34CC5CC(CC(C5)C3)C4)c2)(Cc2cccc(CNC34CC5CC(CC(C5)C3)C4)c2)Cc2cccc(CNC34CC5CC(CC(C5)C3)C4)c2)c1 (configuration not stated)
    9.5*[42 µM]	24[42 µM]	5.0*[42 µM]	24[42 µM]	2.1*[42 µM]	17[42 µM]	58[42 µM]	-47*[42 µM]
